High-throughput results as filed in PubChem BioAssay.
Apoferritin bind: qHTS Assay for Identification of Novel General Anesthetics; Ferritin light chain (Equus caballus), P02791; hit rate 0.074% among 350,000; Potency, µM (doses to about 77.5 µM), for the others: at the highest dose activity change, negative = displacement, actives largely listed as inhibitors; apoferritin/1-aminoanthracene competitive binding, fluorescence; also: potency is read from the fitted curve at half-maximal effect; % is scaled to controls: 0 for no effect and ±100 for the full control effect; nearly all actives have a fitted effect of over 20% in size
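Concentration-response curves derived by four-parameter Hill fitting of normalized fluorescence, where compounds displaced 1-AMA from 10 uM horse apoferritin following a brief 10 min room-temperature incubation; propofol titration acted as positive control.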
GRP78 ERSR act: qHTS for Inducers of the Endoplasmic Reticulum Stress Response (ERSR) in Human Glioma: qHTS; U87-MG GRP78 promoter luciferase reporter, 16 h; Potency, µM, for the others: top-dose activation, usual class: activators; hit rate 0.02% among 420,000; also: potency is read from the fitted curve at half-maximal effect; series mostly up to about 76 µM; % of control where 0% means no effect; nearly all actives have a fitted effect of over 35% in size
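Stably transfected U87-MG human glioma cells carrying a GRP78-based luminescent sensor were seeded at 1000 cells/well, pin-dosed with compounds and incubated 16 h. Luciferase reagent was then added, and end-point luminescence was read after 10 min at room temperature.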
LDHA inh: qHTS assay for inhibitors of human lactate dehydrogenase | L-lactate dehydrogenase A chain (Homo sapiens), P00338 | purified LDHA, NADH/diaphorase-resazurin fluorescence; stronger effect = lower value | activity change, % (values are at about 110 or 230 µM) | hit rate 0.15% among 480,000 | AID 1347041, 2019; in the data active = activity change below about -30%; inconclusive = mostly about -25% to -30%;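 also: plate controls were DMSO wells for no effect and wells without enzyme for full effect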
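LDH5 2 nM; NADH 0.06 mM, pyruvate 0.2 mM; 200 mM Tris pH 7.4, EDTA, Tween-20; 5 min RT. Detection: diaphorase 0.133 mg/mL + resazurin 37 µM, fluorescence ex540/em590 at 0 and 20 min; normalized to enzyme-free and DMSO wells.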
Pol kappa inh: qHTS for Inhibitors of Polymerase Kappa | AID 588579, 2011 | DNA polymerase kappa (Homo sapiens), Q9UBT6 | purified Pol kappa, fluorescent DNA synthesis assay, 10 min | Potency, µM (series often up to 107 µM), for the others: at the highest dose activity, negative = inhibition, hits mostly inhibitors | hit rate 0.53% among 400,000; also: potency is read from the fitted curve at half-maximal effect; % is scaled to controls: 0 for no effect and ±100 for the full control effect
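50 nM final substrate added after 15 min RT preincubation of 10 nM Pol kappa with compound; fluorescence read at 0 and 10 min.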
POLH inh: qHTS for Inhibitors of Polymerase Eta; DNA polymerase eta (Homo sapiens), Q9Y253; recombinant Pol eta, fluorescent DNA replication assay; Potency, µM (highest dose often 114 µM), for inactives: at the top dose activity change, negative = inhibition, usual class: inhibitors; hit rate 1.2% among 390,000; AID 588591, 2011; also: potency is read from the fitted curve at half-maximal effect; % is scaled to controls: 0 for no effect and ±100 for the full control effect
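Pol eta at 10 nM preincubated with compounds 15 min at room temperature; reaction started with fluorescent substrate (50 nM final) and read kinetically at 0 and 10 min.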
POLB inh: qHTS Assay for Inhibitors of DNA Polymerase Beta; Pol beta primer extension/strand displacement, fluorescence kinetic; Potency, µM (series often up to 114 µM), inactives show at the highest dose activity change, negative = inhibition, hits mostly inhibitors; hit rate 1.3% among 340,000; also: potency is read from the fitted curve at half-maximal effect; % is scaled to controls: 0 for no effect and ±100 for the full control effect
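Homogeneous kinetic assay of primer extension and strand displacement by 10 nM Pol beta, preincubated 15 min at room temperature with compound before 50 nM substrate (final) was added. Read at 0 and 10 min; four-parameter Hill fit.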
BLM inh: qHTS Assay for Inhibitors of Bloom's syndrome helicase (BLM); RecQ-like DNA helicase BLM (Homo sapiens), P54132; recombinant BLM DNA unwinding, fluorescence dequenching; Potency, µM (top dose mostly 56.1 µM), for inactives: top-dose activity change, negative = inhibition, hits mostly inhibitors; hit rate 0.2% among 350,000; AID 2528, 2010;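 also: potency is read from the fitted curve at half-maximal effect; plate controls were vehicle for no effect and no enzyme for full effect; nearly all actives have a fitted effect of over 35% in size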
Target sequence (P54132 whole entry, looked up): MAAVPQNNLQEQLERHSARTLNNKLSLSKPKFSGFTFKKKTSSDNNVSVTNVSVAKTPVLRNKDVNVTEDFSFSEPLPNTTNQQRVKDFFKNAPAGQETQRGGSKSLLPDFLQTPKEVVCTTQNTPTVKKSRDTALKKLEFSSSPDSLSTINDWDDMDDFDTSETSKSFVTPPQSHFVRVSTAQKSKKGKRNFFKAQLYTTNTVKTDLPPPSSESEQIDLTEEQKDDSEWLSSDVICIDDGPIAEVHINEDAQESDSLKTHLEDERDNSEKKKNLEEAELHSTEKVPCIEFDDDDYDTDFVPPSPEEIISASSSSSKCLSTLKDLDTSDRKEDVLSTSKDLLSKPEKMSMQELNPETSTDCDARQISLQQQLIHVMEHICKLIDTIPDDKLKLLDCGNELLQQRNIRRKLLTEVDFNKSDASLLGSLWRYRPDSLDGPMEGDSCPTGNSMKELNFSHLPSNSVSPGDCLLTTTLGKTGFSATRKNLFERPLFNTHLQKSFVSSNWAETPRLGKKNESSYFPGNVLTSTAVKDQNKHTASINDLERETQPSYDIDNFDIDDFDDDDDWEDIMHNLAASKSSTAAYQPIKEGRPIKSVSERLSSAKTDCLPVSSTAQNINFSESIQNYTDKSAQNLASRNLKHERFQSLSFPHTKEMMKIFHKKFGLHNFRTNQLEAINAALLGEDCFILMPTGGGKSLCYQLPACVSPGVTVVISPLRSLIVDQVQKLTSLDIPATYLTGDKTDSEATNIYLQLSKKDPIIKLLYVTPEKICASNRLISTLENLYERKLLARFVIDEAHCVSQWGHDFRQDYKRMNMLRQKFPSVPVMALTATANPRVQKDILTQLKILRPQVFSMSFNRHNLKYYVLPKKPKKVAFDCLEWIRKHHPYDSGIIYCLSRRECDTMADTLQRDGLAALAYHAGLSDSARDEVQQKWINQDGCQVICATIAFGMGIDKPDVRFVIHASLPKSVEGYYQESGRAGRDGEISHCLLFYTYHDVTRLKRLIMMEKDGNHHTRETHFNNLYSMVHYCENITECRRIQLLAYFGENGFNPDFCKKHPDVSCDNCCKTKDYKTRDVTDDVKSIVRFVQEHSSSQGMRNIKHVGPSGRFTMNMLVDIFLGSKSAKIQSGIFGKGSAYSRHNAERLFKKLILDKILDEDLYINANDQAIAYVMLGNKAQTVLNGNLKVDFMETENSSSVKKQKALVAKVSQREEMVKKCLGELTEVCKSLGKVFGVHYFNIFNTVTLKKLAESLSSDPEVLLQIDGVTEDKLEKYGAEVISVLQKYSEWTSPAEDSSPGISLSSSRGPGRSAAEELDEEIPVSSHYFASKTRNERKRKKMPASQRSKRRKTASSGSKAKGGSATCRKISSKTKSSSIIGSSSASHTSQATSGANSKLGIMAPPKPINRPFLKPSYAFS
POLI inh: qHTS for Inhibitors of Polymerase Iota; Pol iota fluorescent replication assay, 10 min; Potency, µM (titrated, usually from 115 µM), without a hit: at the highest dose activity, negative = inhibition, actives largely listed as inhibitors; hit rate 1% among 390,000; also: potency is read from the fitted curve at half-maximal effect
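Pol iota at 10 nM preincubated 15 min with compounds at room temperature; reaction started with fluorescent substrate, 50 nM final. Fluorescence read kinetically at 0 and 10 min; buffer-only wells as negative control.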
APEX1 inh: qHTS Assay for Inhibitors of the Human Apurinic/apyrimidinic Endonuclease 1 (APE1); recombinant APE1, TAMRA/BHQ-2 abasic DNA cleavage fluorescence; DNA repair nuclease/redox regulator APEX1 (Homo sapiens), P27695; AID 2517, 2012; Potency, µM (highest dose often 65.8 µM), without a hit: top-dose activity change, negative = inhibition, most hits filed as inhibitors; hit rate 0.35% among 350,000;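 also: potency is read from the fitted curve at half-maximal effect; plate controls were vehicle for no effect and reference inhibitor for full effect; nearly all actives have a fitted effect of over 55% in size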
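Readout is kinetic fluorescence (ex 525, em 598 nm) from cleavage of 50 nM TAMRA/BHQ-2 THF abasic duplex by 0.75 nM APE1, compound added 15 min beforehand at RT.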
* hit, by the source's call; ? = inconclusive; . = not tested or not shown; & = joins results of further samples; [ ] = remark or other dose. Unless noted, calls follow the shape of the dose curve; as a rule, active = well fitted curve in the direction sought with a large enough effect; inconclusive = small, poorly fitted or top-dose-only effect, or another doubt; inactive = no such curve, though single readings can be large; an effect the other way counts as inactive or inconclusive.

nr	Structure	Apoferritin bind	GRP78 ERSR act	LDHA inh	Pol kappa inh	POLH inh	POLB inh	BLM inh	POLI inh	APEX1 inh
1	O=C(CN1C(=O)COc2ccccc21)NCc1ccc(C(=O)O)cc1	-9%	-3%	-10	-12%	-1%	6%	1%	3%	1%
2	C=CCNc1ncnc2c1cnn2-c1ccc(OC)cc1	-11%	-2%	-3	-13%	-4%	10%	1%	6%	-7%
3	CCc1ccc(C(N)=S)cc1	-4%	2%	-1	-7%	-13%	-23%	-6%	4%	-4%
4	CC(C)C[C@@H](CN1C(N)=NC[C@@H]1C)NC(=O)CC12CC3CC(CC(C3)C1)C2	.	-3%	-1	-1%	-23%	.	.	41%[activator]	13%
5	COc1ccc(-c2noc(C3CC(=O)N(c4cc(C)cc(C)c4)C3)n2)cc1 (stereo unspecified)	2%	-4%	-4	-7%	-21%	-6%	-10%	-3%	.
6	COC(=O)[C@@]1(Cc2ccc(F)cc2)[C@H]2c3cc(C(=O)N(C)C)n(C[C@H](O)CO)c3C[C@H]2CN1C(=O)c1ccccc1	-6%	-2%	-4	-9%	-5%	0%	4%	-4%	10%
7	NC(=O)C1(N2CCCCC2)CCN(C2CC(=O)N(Cc3cccs3)C2=O)CC1 (stereo unspecified)	-12%	-2%	-3	-10%	-14%	6%	0%	16%	-2%
8	O=C(NCc1ccncc1)C(=O)N/N=C/c1ccc(OCc2ccccc2)cc1	-10%	3%	5	-18%	?	-1%	-15%	?	4%
9	O=C(CN1C(=O)C(=O)N(C2CCCC2)C1=O)NCCc1ccc(F)cc1	.	-2%	-7	-6%	-8%	.	.	11%	23%
10	COc1ccc(CCNC(=O)CSCc2ccc(Br)cc2)cc1OC	-7%	-3%	-2	-1%	-20%	0%	-2%	22%	-5%
11	CCCN1C(=O)c2[nH]nc(-c3cc(Cl)c(C)cc3O)c2C1c1ccc(O)c(OC)c1 (stereo unspecified)	-9%	-5%	-1	-2%	-25%	1%	-11%	-17%	-4%
12	OCCNC(=S)Nc1cc(Cl)cc(Cl)c1	-5%	-4%	0	4%	-28%	-18%	-1%	60%[activator]	-9%
13	Nc1cc(C(=O)OCC(=O)N2CCN(C(=O)COC(=O)c3ccc(Cl)c(N)c3)CC2)ccc1Cl	.	-7%	-2	0%	-21%	.	.	39%[activator]	24%
14	COc1ccc(CC(=O)Nc2cccc3c2CCCC3)cc1	-6%	7%	-8	-10%	3%	4%	0%	-11%	30%
15	CC(C)(C)C(=O)CCN1C(=O)C2(OCCO2)c2ccccc21	1%	-7%	1	-2%	-21%	12%	-2%	19%	3%
16	CCOC(=O)c1cc(OC(=O)c2cccc(C)c2)n(-c2ccccc2)n1	6%	-3%	3	-10%	-8%	-1%	1%	-19%	.
17	O=C(N/N=C/c1cc([N+](=O)[O-])ccc1O)C1CCCCC1	-3%	-5%	8	5%	-8%	2%	8%	-8%	?
18	c1ccc(OCC2CCNCC2)nc1	0%	4%	-4	2%	-2%	11%	-1%	1%	27%
19	COc1ccc(Cn2c(=O)oc3ccc(C)cc32)cc1	-15%	5%	-1	13%	-17%	20%	-5%	-20%	13%
20	Cc1nnc(CN(C)C(=O)CC2C(=O)NCCN2Cc2ccccc2C)o1 (stereo unspecified)	-3%	-2%	1	-4%	?	6%	-1%	-14%	15%
21	Cc1ccc(C)c(NC(=O)c2nnn(Cc3ccc(F)cc3Cl)c2N)c1	-10%	14%	0	-14%	-22%	17%	-11%	4%	.
22	COC(=O)c1c(N2C(=O)CCC2=O)sc2c1CCCC2	2%	1%	-4	0%	-3%	22%	4%	20%	-2%
23	CCOC(=O)c1cnn(-c2ccccc2)c1NC(=O)c1cccs1	-9%	2%	-2	-10%	-3%	-14%	1%	11%	-10%
24	COC(=O)C(NC(=O)CCc1c(C)nc2c(-c3ccccc3)c(C)nn2c1C)C(C)C (stereo unspecified)	-15%	-2%	-3	-14%	-14%	-16%	-4%	20%	.
25	C[C@H](NC(=O)NCc1cccs1)C(=O)O	17%	-1%	2	-5%	-2%	-21%	2%	2%[58.9 µM]	-5%
26	CCCCNc1cc(C)nc(N2CCOCC2)n1	-5%	3%	1	-1%	-20%	23%	-4%	16%	2%
27	O=C(NNC(=O)c1ccc(Cl)nc1)c1ccc(Br)cc1	.	1%	-11	-2%	7%	.	.	21%	23%
28	C=C[C@](C)(O)CCC1C(=C)CC(O)C2C(C)(C)CCCC12C (stereo partly specified)	-12%	-6%	.	-17%[60.1 µM]	.	.	-2%	.	-9%
29	Cc1ccc(OCC(=O)N(Cc2nnc(-c3ccccc3Cl)o2)C2CC2)cc1C	.	0%	-1	-13%	-29%	.	.	22%	-6%
30	O=C(NCc1ccc(S(=O)(=O)Nc2ccccc2Cl)s1)c1ccccc1	1%	-12%	-1	-19%	-8%	8%	6%	?	-3%
31	CN1CCC2(CC1)C1CN(C)CC=C1C(C#N)=C(N)C2(C#N)C#N (stereo unspecified)	56%&65%[activator]	-2%&4%	13&5	-9%[60.1 µM]	17%&-4%	43%&6%	-4%&-4%	32%&57%[activator]	10%&2%
32	O=C(Nc1nnc(N2CCCC2)s1)Nc1cc(F)ccc1F	-11%	0%	-11	-11%	-18%	-1%	-1%	51%[activator]	.
33	CCCC[C@@H]1CN=C(N)N1CCc1cc(C(F)(F)F)cc(C(F)(F)F)c1	4%	-13%	3	-12%	-13%	?	0%	-6%	1%
34	COc1ccc(NC(=O)c2cc(-c3cc(OC)c(OC)c(OC)c3)nc3ccccc23)cc1OC	-2%	-3%	5	-12%	-10%	6%	-15%	20%	-13%
35	O=C(NC1CCN(Cc2ccccc2)CC1)c1c(F)cccc1F	1%	-2%	-10	-8%	-8%	37%	-7%	8%	24%
36	COc1cccc(CNC(=O)c2ccc3c(c2)N(Cc2ccc(C(F)(F)F)cc2)C(=O)c2ccccc2S3)c1OC	-3%	.	-3	-18%	.	0%	-15%	15%	.
37	COc1cccc2c1C(=O)/C(=C\c1ccc(N(C)C)cc1)C2	.	0%	0	-9%	.	.	.	23%	.
38	O=C1c2ccccc2/C(=C\c2ccc(Br)s2)N1c1ccccc1	.	2%	-1	-4%	-28%	.	.	36%[activator]	14%
39	C/C(O)=C(\C#N)c1nc2ccccc2[nH]1	-6%	-7%	5	-20%	-4%	-19%	-4%	-7%	-6%
40	O=C(CSc1nnc2c3ccccc3c3ccccc3c2n1)Nc1ccccc1F	-17%	-3%	29	-25%	32µM*	11µM*	-6%	-16%	-4%
41	COc1ccc(N(C)S(=O)(=O)c2cccc(C(=O)NCc3ccc4c(c3)OCO4)c2)cc1	3%	-3%	-6	-11%	2%	34%[activator]	-8%	7%	-2%
42	COC(=O)C1=C(C)N(Cc2ccco2)C(=O)N[C@H]1c1cccc(C(F)(F)F)c1	?	-7%	-2	-10%	-17%	0%	-1%&-5%	-1%	2%&-4%
43	CCCc1nnc(NC(=O)C(CC)Sc2nnc3c4ccccc4n(C)c3n2)s1 (stereo unspecified)	-21%	-1%	-4	-17%	15%	-1%	-6%	36%[activator]	.
44	COC(=O)N1CCC2(CC1)CN(C(=O)Nc1cccc(C#N)c1)C2	.	-3%	.	1%[60.1 µM]	.	.	-10%	.	5%
45	N#CCc1c(C#N)c(N)nc(N2CCN(S(=O)(=O)c3ccccc3)CC2)c1C#N	-2%	-10%	-1	-7%	?	5%	-5%	13%	14%
46	O=C(NCc1ccccc1)c1ccc(CNS(=O)(=O)c2ccc(Br)cc2)cc1	3%	-2%	-12	2%	-1%	14%	-3%	1%	.
47	CCOC(=O)CNC(=O)c1sc2nc(C)cc(C)c2c1N	153%[activator]	0%	-3	-4%	-13%	6%	-1%	-12%	-3%
48	CCCCN(C)C(=O)C1CCN(c2ccc(S(=O)(=O)N3CCOCC3)cc2[N+](=O)[O-])CC1	.	-6%	-2	-8%	-12%	.	.	27%	41%
49	C#CCOCCOCCOCCNc1nc(N2CCN(C(=O)[C@H]([C@@H](C)CC)n3cc(CCCN=C(N)N)nn3)CC2)nc(N2CCN(C(=O)[C@H](CCCCN)n3cc(CCC(=O)O)nn3)CC2)n1	-4%	-2%	1	8%	-10%	-2%	-1%	10%	?
50	CC(=O)N1CCN(c2ccccc2NC(=S)NC(=O)c2cc3ccccc3o2)CC1	?	-8%	-18	-2%	-21%	-20%	-2%	35%[activator]	41%
51	O=C(O)c1ccc(NC(CSCc2ccc(F)cc2)C(=O)O)c([N+](=O)[O-])c1 (stereo unspecified)	-9%	-3%	-7	-15%	-1%	3%	1%	79µM*	-2%
52	Fc1ccc(CNCc2ccc(Br)cc2)cc1	-1%	4%	-9	-9%	-14%	-1%	-2%	2%	0%
53	CC/C(C)=N/NC(=S)NCc1ccco1	2%	-2%	-6	-9%	-20%	15%	0%	2%	4%

Rewritten screen by screen: entries from further up.
51) O=C(O)c1ccc(NC(CSCc2ccc(F)cc2)C(=O)O)c([N+](=O)[O-])c1 (stereo unspecified)
49) C#CCOCCOCCOCCNc1nc(N2CCN(C(=O)[C@H]([C@@H](C)CC)n3cc(CCCN=C(N)N)nn3)CC2)nc(N2CCN(C(=O)[C@H](CCCCN)n3cc(CCC(=O)O)nn3)CC2)n1
50) CC(=O)N1CCN(c2ccccc2NC(=S)NC(=O)c2cc3ccccc3o2)CC1

Assay by compound,51,49,50
Apoferritin bind,-9%,-4%,?
GRP78 ERSR act,-3%,-2%,-8%
LDHA inh,-7,1,-18
Pol kappa inh,-15%,8%,-2%
POLH inh,-1%,-10%,-21%
POLB inh,3%,-2%,-20%
BLM inh,1%,-1%,-2%
POLI inh,79µM*,10%,35%[activator]
APEX1 inh,-2%,?,41%

Only part of the results is shown (hit frequency here may not be typical).
